# Source: PubChem
# bIAP act = increases bovine intestinal alkaline phosphatase activity. AID 1016. 200,000 tested, 0.17% active. purified bovine IAP, CDP-star luminescence, 30 min; active compounds read high; fold of DMSO-control signal, blank-subtracted. activation factor at 20 µM;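 active = activation factor of 2 or more at 20 µM, a signal rise over negative controls twice the positive control's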
# Lmaj promast = inhibitors of Leishmania major promastigote growth | Leishmania major promastigotes, resazurin fluorescence viability | inhibition, % at 10 µM | 200,000 tested, 9% active; in the data active = inhibition above about 50%;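 note: promastigotes grown with compound for 44 hours at 28 °C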
# PPARg SRC-2 ag = promotes SRC-2 coactivator recruitment by human PPARgamma. activation, % at 8 µM. 200,000 tested, 0.34% active. P37231. AID 1032. PPARgamma LBD-SRC-2 recruitment, biochemical; in the data active = activation above about 22%;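 note: 0% = vehicle and 100% = reference agonist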
# Target sequence (P37231 whole entry, looked up, the tested form may be a part): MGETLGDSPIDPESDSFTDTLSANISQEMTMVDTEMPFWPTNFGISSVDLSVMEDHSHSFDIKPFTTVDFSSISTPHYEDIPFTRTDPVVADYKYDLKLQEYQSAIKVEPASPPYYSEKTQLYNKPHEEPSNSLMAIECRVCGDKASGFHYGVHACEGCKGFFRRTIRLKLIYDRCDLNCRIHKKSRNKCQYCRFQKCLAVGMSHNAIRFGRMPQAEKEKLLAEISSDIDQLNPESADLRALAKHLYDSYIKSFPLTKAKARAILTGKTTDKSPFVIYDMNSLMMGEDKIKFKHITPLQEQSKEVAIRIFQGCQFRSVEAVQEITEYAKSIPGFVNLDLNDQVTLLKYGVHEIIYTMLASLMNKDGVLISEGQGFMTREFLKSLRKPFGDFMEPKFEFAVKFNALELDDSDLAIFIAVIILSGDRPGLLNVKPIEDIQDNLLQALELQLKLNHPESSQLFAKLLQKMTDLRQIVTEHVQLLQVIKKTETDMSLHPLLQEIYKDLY
# PPARg SRC1 recr = agonists of human PPARgamma SRC-1 coactivator recruitment; activation, % at 8 µM; PPARgamma-SRC-1 coactivator recruitment biochemical assay; 200,000 tested, 0.41% active; P37231; in the data active = activation above about 19%;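 note: 0% = DMSO and 100% = reference agonist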
# SRC2 TRFRET art = counter-screen for PPARgamma SRC-2 recruitment agonists: TR-FRET artefact. 200,000 tested, 0.4% active. TR-FRET ratio at 8 µM. active compounds read high; in the data active = TR-FRET ratio above about 2000; note: inactives centre near 1500
# S1P3 antagonist = antagonists of human S1P3 receptor. Q99500. CHO S1P3 NFAT-BLA reporter, FRET fluorescence, antagonist mode. inhibition, % at 4.98 µM. 170,000 tested, 0.27% active;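 active = inhibition above the plate cutoff, the mean inhibition of test wells on that plate plus 3 SD, cut at about 28% in these data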;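 note: cells challenged with S1P at its EC80 of 0.8 µM; blue over green emission ratio from cleaved BLA substrate after 4 h stimulation; 0% = S1P-stimulated wells and 100% = unstimulated DMSO-only wells; some compounds past the cut are filed as inactive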
# bIAP inh = blocks bovine intestinal alkaline phosphatase activity; purified bovine IAP, CDP-star luminescence, 30 min; inhibition, % at 20 µM; 190,000 tested, under 10 active;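 active = over 50% inhibition of intestinal alkaline phosphatase at 20 µM in the single-dose screen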
#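 test system = bovine IAP enzyme | medium = DEA buffer 100 mM, pH 9.8, with MgCl2 1.0 mM, ZnCl2 0.02 mM | detection = luminescence | dosing = single compound dose of 20 µM, 2% DMSO final | incubation = 30 min reaction at room temperature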
# DTT redox prof = compounds producing H2O2 with reducing agent – biochemical, NIH compound library profiling, artefact control for MLSCN library redox annotation, primary screen | DTT-dependent redox cycling H2O2, phenol red/HRP absorbance; 100% = 100 µM peroxide control, 0% = buffer | 200,000 tested, 0.03% active | activation, % at 10 µM | AID 878;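 active = activation of at least 50% relative to the plate's high and low controls in the primary single-dose screen; inactive = activation below 50%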;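 note: compound incubated with DTT at 0.8 mM final as the reducing agent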
# PPARg SRC-3 ag = PPARgamma-driven SRC-3 recruitment agonism | P37231 | biochemical PPARgamma/SRC-3 coactivator recruitment assay | activation, % at 8 µM | 200,000 tested, 0.26% active | AID 731; in the data active = activation above about 23%;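 note: 0% = DMSO and 100% = reference agonist; some compounds past the cut are filed as inactive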
# ROMK primary = modulators of human ROMK potassium channel | Tet-inducible ROMK, thallium flux fluorescence; actives lie on both sides | B-score at 10 µM | 130,000 tested, 2% active;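 active = signal ratio slope over the read window, or its plate-corrected B-score, at least 3 SD from the plate mean, either direction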;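 note: B-score of the F/F0 ratio slope over 7 to 12 s after thallium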
# Target sequence (P48048 whole entry, looked up): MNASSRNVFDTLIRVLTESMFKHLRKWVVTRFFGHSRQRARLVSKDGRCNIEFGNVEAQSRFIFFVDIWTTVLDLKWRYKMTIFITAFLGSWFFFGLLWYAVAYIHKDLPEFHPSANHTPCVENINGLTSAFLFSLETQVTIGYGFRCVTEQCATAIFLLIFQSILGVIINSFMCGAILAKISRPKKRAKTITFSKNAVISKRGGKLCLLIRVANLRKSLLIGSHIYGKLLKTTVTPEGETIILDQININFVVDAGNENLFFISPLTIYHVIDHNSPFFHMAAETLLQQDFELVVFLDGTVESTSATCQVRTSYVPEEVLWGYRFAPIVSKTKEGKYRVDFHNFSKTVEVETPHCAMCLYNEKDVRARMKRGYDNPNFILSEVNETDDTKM
# TLR4-MyD88 BLA = TLR4-MyD88 interaction inhibition in cells. HeLa CL3-4 TLR4/MyD88 BLA complementation, FRET ratio. inhibition, % at 8.4 µM. 200,000 tested, 0.18% active. AID 861; in the data active = inhibition above about 25%;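 note: 0% = vehicle and 100% = reference inhibitor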
# An asterisk follows results filed as active; nt = no result given.
# Order of results – bIAP act	Lmaj promast	PPARg SRC-2 ag	PPARg SRC1 recr	SRC2 TRFRET art	S1P3 antagonist	bIAP inh	DTT redox prof	PPARg SRC-3 ag	ROMK primary	TLR4-MyD88 BLA
> CN(Cc1ccccc1)C(=O)N[C@@H](Cc1ccccc1)C(=O)O
  0.9	-4	7	9	1676	-11	9	-2.0	1	nt	12
> Cc1ccccc1/[N+]([O-])=C/c1cccs1
  1	-4	-3	-4	1379	-10	-3	-2.1	-3	1.3	-14
> CSc1nc(C)c(C(=O)Nc2ccccc2)c(C)c1C#N
  0.9	3	4	1	1515	25	11	2.2	-5	nt	-12
> COCCNC(=O)c1ccccc1NC(=O)Nc1ccccc1
  1	-1	-11	-7	1607	-4	-1	-0.2	-4	0.38	8
> CCOc1cc2[nH]c(=S)n(CCN3CCCCC3CC)c(=O)c2cc1OCC (stereo not given)
  1.1	32	9	2	1671	nt	-10	0.0	5	0.018	5
> Cc1nc2nc(SCC(N)=O)[nH]c2cc1Br
  1.4	-1	14	8	1722	-23	-38	0.6	4	nt	-6
> CC(=O)N1CCN(Cc2nc3cc(NC(=O)c4ccc(Cl)cc4)ccc3n2C)CC1
  1.1	-6	4	2	1557	nt	-10	0.2	-4	-0.4	-3
> CCC(C)(C(=O)NC1CCCCC1)N(C(=O)c1ccccn1)c1ccc(C)cc1 (stereo not given)
  0.9	33	3	-4	1540	nt	7	0.2	0	0.78	2
> O=C(c1ccc(CSc2nc3ccncc3[nH]2)cc1)N1CCCCC1
  0.9	-6	3	12	1490	1	13	0.4	5	-0.045	6
> O=C(Nc1ccc(N2CCN(C(=O)c3ccccc3)CC2)c(Cl)c1)c1cccnc1
  1	14	1	-5	1262	nt	2	0.8	13	-0.51	-4
> CC(C)CCNC(=S)Nc1ccc2nc3n(c(=O)c2c1)CCCCC3
  0.9	9	4	-2	1384	10	9	0.1	2	-0.49	0
> OC(COc1ccc(OCc2ccccc2)cc1)CN1CCOCC1 (stereo not given)
  1.1	97*	3	5	1657	16	-10	1.9	1	0.26	-13
> Cc1occc1C(=O)N1N=C(C2CC2)CC1(O)C(F)(F)F (stereo not given)
  1	-2	3	2	1527	nt	4	0.7	10	nt	-9
> COc1ccc(C2NCCC3(O)CCCCC23)c(OC)c1OC (stereo not given)
  1.1	-6	-3	-2	1507	-24	-5	1.7	2	nt	-5
> Cc1ccc(SCC(=O)NCCCN2CCOCC2)cc1
  0.9	41	9	-4	1621	-9	7	1.1	-13	0.086	-2
> O=S1(=O)C=C(SCCN2CCCCC2)c2ccccc21
  0.8	16	4	0	1631	17	22	0.2	4	0.19	-2
> COc1ccc(N2C(=O)CC(NNC(=O)c3cc(C)oc3C)C2=O)cc1 (stereo not given)
  1.1	-18	-2	8	1613	-13	-8	-3.1	2	0.008	-3
> CCOc1nc2c(c(=O)n(C)c(=O)n2C)n1Cc1ccccc1Cl
  0.7	0	-1	-2	1398	24	27	2.5	-5	-1.6	-5
> O=C(NCCCn1ccnc1)c1cc(-c2cccnc2)nc2ccc(Br)cc12
  1.2	6	10	7	1657	-7	-16	-0.8	4	-0.048	9
> Cc1cc(SCC#N)n2nc(C)c(-c3ccccc3)c2n1
  1	24	-7	-1	1413	-7	-4	0.0	-8	-1	-8
> O=C(c1ccc(F)cc1)N1CCCCC(Sc2nnc3ccccn23)C1=O (stereo not given)
  1	0	-2	-8	1353	-53	4	-0.1	10	0.59	-1
> CCn1c(SCc2nc3ccccc3c(=O)[nH]2)nc2ccccc2c1=O
  1	5	1	0	1637	5	5	2.8	3	-1.4	-2
> CCCCCCCCCc1nc(N)n[nH]1
  1.2	-7	7	3	1551	nt	-24	-8.1	6	-1.4	0
> CC1(C)Cc2c(sc3nc(-c4ccccc4Cl)n(N)c(=O)c23)CO1
  1.1	-3	3	5	1555	nt	-5	0.0	1	-0.86	-2
> Cc1nn(C)c(C)c1S(=O)(=O)N1CCCC(C(=O)NC2CCCCC2)C1 (stereo not given)
  1	-7	-2	8	1518	-18	5	-0.7	-5	nt	8
> COc1ccc(CC(=O)N2CCNC2=O)cc1
  1	0	4	0	1533	-14	3	-0.3	-12	0.55	-13
> Cc1cccc(NC(=O)Cn2nnc3ccccc32)c1
  0.9	26	-8	-12	1384	4	8	-0.2	2	0.57	6
> Cc1ccc(C(=O)NNC(=O)c2ccc3ncccc3c2)cc1
  0.9	4	-1	-1	1203	-5	13	-0.2	-3	-1.4	-6
> O=C(CN(c1cccc(Cl)c1)S(=O)(=O)c1ccccc1)NN=C1CCCC1
  1	12	4	-2	1446	-13	-2	-0.1	3	-0.51	-5
> CC(C)NC(=O)C(=O)N/N=C/c1ccco1
  1	-4	-1	-6	1693	nt	3	6.1	-2	nt	-6

# In another format: results already given
Structure | bIAP act | Lmaj promast | PPARg SRC-2 ag | PPARg SRC1 recr | SRC2 TRFRET art | S1P3 antagonist | bIAP inh | DTT redox prof | PPARg SRC-3 ag | ROMK primary | TLR4-MyD88 BLA
Cc1nc2nc(SCC(N)=O)[nH]c2cc1Br | 1.4 | -1 | 14 | 8 | 1722 | -23 | -38 | 0.6 | 4 | nt | -6
O=C(NCCCn1ccnc1)c1cc(-c2cccnc2)nc2ccc(Br)cc12 | 1.2 | 6 | 10 | 7 | 1657 | -7 | -16 | -0.8 | 4 | -0.048 | 9
CCC(C)(C(=O)NC1CCCCC1)N(C(=O)c1ccccn1)c1ccc(C)cc1 (stereo not given) | 0.9 | 33 | 3 | -4 | 1540 | nt | 7 | 0.2 | 0 | 0.78 | 2

# (next part)
# Order of results – bIAP act	Lmaj promast	PPARg SRC-2 ag	PPARg SRC1 recr	SRC2 TRFRET art	S1P3 antagonist	bIAP inh	DTT redox prof	PPARg SRC-3 ag	ROMK primary	TLR4-MyD88 BLA
> CCN(C(=O)CSc1nc2ccccc2c(=O)n1CCOC)C1CCS(=O)(=O)C1 (stereo not given)
  1	-4	-11	6	1667	-13	4	0.4	2	0.62	-6
> CC(C)n1nnnc1SCC(=O)NCc1ccco1
  nt	-12	4	3	1535	-15	nt	-0.2	-2	nt	0
> C/C(=N\NS(=O)(=O)c1ccc(C)c([N+](=O)[O-])c1)c1cccs1
  1	-1	11	-8	1797	-13	-4	-2.1	4	1.7	0
> O=C(CSc1nc2[nH]ncc2c(=O)[nH]1)NCc1ccc(F)cc1
  1	-7	-7	7	1542	-4	-2	-0.2	-2	0.19	-14
> c1ccc(-c2noc(-c3ccco3)n2)nc1
  1	-10	9	3	1646	-1	4	2.9	6	-0.25	8
> COc1ccccc1NC(=O)c1c(C)cc(=O)oc1C
  0.9	-3	8	6	1732	nt	6	-1.9	7	0.17	-7
> COc1ccc(-n2c(Cc3cccn3C)nnc2SCC(=O)NCCc2ccccc2)cc1
  1	-6	10	4	1481	-2	-3	-0.7	2	nt	-6
> COC(=O)c1cc(=O)n(Cc2ccc(F)cc2)c(=NCc2ccc(F)cc2)s1
  0.9	-2	8	3	1673	12	7	0.4	-1	-0.44	-3
> CN(/N=C/c1ccncc1)c1cnc2ccccc2n1
  1.1	14	1	5	1612	8	-6	-0.7	-1	-0.012	-9
> CCc1ccc2[nH]c(=O)c(CN(CCN(CC)CC)C(=O)Nc3ccccc3OC)cc2c1
  1	28	5	-4	1634	2	0	0.1	6	nt	-23
> C=CCn1c(SCC(=O)Nc2sccc2C(N)=O)nc2sc(CC)cc2c1=O
  0.9	2	9	6	1532	nt	9	0.7	7	nt	8
> CC(C)CCN1CCN(Cc2cc(F)ccc2-n2cccn2)CC1CCO (stereo not given)
  1.1	10	3	-2	1567	-11	-9	-1.6	4	0.2	-8
> OCCNCCCCOc1ccc(OCc2ccccc2)cc1
  1	100*	1	1	1449	-7	-1	0.1	-2	-1.5	8
> CCc1ccc(C(C(=O)NC2CCCCC2)N(C(=O)c2ccccn2)c2cccnc2)cc1 (stereo not given)
  1	11	-2	2	1560	-21	-3	-0.3	4	0.8	5
> CCOC(=O)Cn1ncc2c(=O)oc3ccccc3c21
  0.9	0	5	6	1567	-5	9	-2.0	4	nt	-8
> COCCNC(=O)c1csc2c1CCCC2
  1	-7	10	4	1722	-25	3	2.7	5	0.32	-12
> CCOC(=O)CNC(=O)CNC(=O)c1ccc(OC)cc1
  1	-10	13	0	1648	nt	3	0.0	-3	-0.24	-11
> CC(CCc1ccccc1)NC(=O)N1CCOCC1 (stereo not given)
  0.9	44	-10	-2	1435	3	14	0.4	-1	0.96	-1
> C/C(=C\C(=O)O)C12CC3CC(CC(C3)C1)C2
  1	-2	3	2	1609	nt	-2	0.1	16	-0.52	-13
> COc1ccc(CCNC(=O)c2cc(-c3cc(Cl)cc(Cl)c3)oc2C)cc1
  1	2	-9	-1	1462	nt	-3	3.2	4	nt	-8
> CCOC(=O)c1c(-c2ccc(C)o2)csc1NC(=O)CN1CCOCC1
  1	89*	5	4	1634	nt	3	0.1	0	-1.1	0
> NC(=O)NC(=O)COC(=O)CCCCCNS(=O)(=O)c1ccc2c(c1)OCCO2
  1	-8	8	-2	1628	-15	2	-0.1	-2	0.46	-4
> CCOC(=O)N1CCN(C(=O)c2ccc3nc4ccc(Cl)cc4c(=O)n3c2)CC1
  1	14	0	9	1683	nt	1	-0.7	-7	nt	0
> CCNc1nc(SC(C(C)=O)C(C)=O)nc(N(C)C)n1
  0.9	-5	5	9	1558	-49	10	1.1	-8	0.0077	-11
> COCCCn1c(=O)c2ccccc2c2ccccc2c1=O
  1	-4	5	5	1528	-20	2	-4.6	4	-0.05	4
> O=C(NCCc1ccccc1)C1CCN(S(=O)(=O)c2ccccc2)CC1
  1	-6	2	3	1560	nt	0	0.1	-4	nt	12
> CCCCn1c(SCc2ccc(C(=O)OC)o2)nc2cc(S(N)(=O)=O)ccc21
  0.7	14	1	-1	1397	16	25	1.5	-11	nt	-2
> CCOC(=O)C1CCCN(Cc2cc(OC)c(O)c(OC)c2)C1 (stereo not given)
  1	-7	-3	6	1459	-36	-2	0.1	-1	nt	-3
> Cc1ccc(NC(=O)NCc2ccncc2)cc1Cl
  1	3	5	3	1649	6	-2	0.2	-1	-0.54	-14
> C=C(Br)CN1CCN(CC(=C)Br)CC1
  1	-6	5	-2	1440	nt	5	1.2	3	0.24	-7
> Cn1c2ccccc2c2cc(C(=O)NNC(=O)CCl)sc21
  1.3	27	3	0	1556	-17	-28	-0.1	7	-0.05	1
> CCCc1nc(SCC(=O)c2ccc(F)cc2)c2ccccc2n1
  0.9	18	9	0	1575	4	12	-0.8	1	-0.71	12
> O=S(=O)(Cc1cc(N2CCOCC2)nc(-c2ccccn2)n1)c1ccccc1
  1.2	-8	1	0	1364	-6	-16	12	-3	-0.52	10
> COc1ccc(C(=O)NCCn2cc(SCC(=O)NCc3ccco3)c3ccccc32)cc1
  1.1	5	-2	-4	1676	-4	-7	-0.8	-11	-0.36	-5
> Cc1nc2ccc(NC(=O)c3cccc(S(=O)(=O)N4CC(C)OC(C)C4)c3)cc2s1 (stereo not given)
  1.1	98*	3	6	1433	nt	-7	0.1	-7	-0.1	-2
> CC(=O)N(CN1C(=O)c2ccc([N+](=O)[O-])cc2C1=O)c1cccc(C(=O)O)c1
  1.1	-10	8	8	1652	-6	-7	-1.5	2	0.29	-2
> CCOc1ccccc1NC(=O)COc1cccc(-n2cnnn2)c1
  nt	-3	1	12	1575	6	nt	1.2	-2	-0.049	-5
